# Compound activity deposited in PubChem BioAssay by National Center for Advancing Translational Sciences (NCATS).
# Lamin A splicing – modulators of lamin A splicing; Potency, µM (doses to about 46.1 µM), for inactives: at the highest dose ratio change, negative = inhibition, usual class: inhibitors; HeLa LMNA splicing GFP/RFP minigene ratio, 48 h; 0.01% of 200,000 active; active = well fitted inhibition curve with a large enough effect in the signal ratio, with a control signal flat, not every such curve was filed as active; inconclusive = small, poorly fitted or top-dose-only effect, or effect the other way, or a change in a side signal; the % refers to the signal ratio; also: % is scaled to controls: 0 for no effect and ±100 for the full control effect
#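 S3 HeLa cells stably expressing lamin A-EGFP splicing minigene plus DsRed2, 600 cells/well, 48 h compound exposure at 37C. Laser-scanning cytometry; analysed as GFP (500-530 nm)/RFP (575-640 nm) total intensity ratio; 0.5% DMSO vehicle.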
# Epigenetic derep – epigenetic control regulation, reporter derepression; murine LDR cells, GFP reporter derepression, 30 h; Potency, µM (doses to about 53.9 µM), for the others: at the highest dose GFP activation, usual class: activators; 0.2% of 280,000 active; active = well fitted activation curve with a large enough effect; inconclusive = small, poorly fitted or top-dose-only effect; also: % of control where 0% means no effect; nearly all actives have a fitted effect of over 60% in size
#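 Murine LDR cells carrying a silenced, genomically integrated CMV-driven GFP reporter were exposed to compound for 30 hours at 37 C. After PBS washes, GFP-positive cells (20–120 um objects) were counted by laser-scanning microplate cytometry.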
# Active calls of the source: *; ? = inconclusive; [ ] = another dose, or the depositor's remark. Potency is read from the fitted curve at half-maximal effect. An excerpt, so the mix of outcomes need not match the whole.
SMILES,Lamin A splicing,Epigenetic derep
COc1ccc(-c2nc3sc(CCNS(=O)(=O)c4ccc(F)c(C)c4)c(C)n3n2)cc1,?,0.0%
Oc1c(C(c2ccccc2)N2CCC(O)CC2)sc2nc(-c3ccco3)nn12 (stereo unspecified),-6.3%[46 µM],1.3%
CN(C)c1cccc(C(=O)Nc2nc3ccc(S(=O)(=O)NC(C)(C)C)cc3s2)c1,-17.1%[46 µM],-0.5%
COc1ccc(-n2ncc3c(NC4CCCC4)ncnc32)cc1,-28.3%[46 µM],4.6%
O=C(O)CC(NS(=O)(=O)c1ccc(Br)s1)c1ccccc1 (stereo unspecified),-13.6%[46 µM],-0.2%
COc1ccc(CNC(=O)CN2C(=O)CSc3ccc(S(=O)(=O)N4CCC(C)CC4)cc32)cc1,-13.3%[46 µM],-4.9%
c1ccc(C(c2cccs2)c2c[nH]c3ccccc23)cc1 (stereo unspecified),-2.9%[46 µM],0.0%
CSCCC(NS(=O)(=O)c1ccc2c(c1)oc(=O)n2C)C(=O)NCc1ccc(Cl)cc1 (stereo unspecified),-1.2%[46 µM],-1.1%
COc1cccc(-c2cn3c(n2)sc2cc(C(=O)NC4CCCCC4)ccc23)c1,12.8%[46 µM],0.8%
Cc1ccc(-n2ncc3c(Nc4ccccc4C)ncnc32)cc1,?,0.9%
CCOc1ccc(-n2c(SCC(=O)Nc3cc(C)ccc3C)nc3c([nH]c4ccccc43)c2=O)cc1,?,2.8%
CC(=O)Nc1cccc(NC(=O)C2(c3cccs3)CCOCC2)c1,?,0.5%
COc1ccc(-c2nn(-c3ccc(F)cc3)c3c2cnc2cc4c(cc23)OCO4)cc1,6.8%[46 µM],-4.2%
Cc1cccc(-n2ncc3c(NCCOCCO)ncnc32)c1,-5.9%[46 µM],1.5%
CCN(CC)c1cc2c(cc1F)c(=O)c(S(=O)(=O)c1ccc(OC)cc1)cn2CC,-2.4%[46 µM],3.3%
COc1cccc(NC(=O)C2CCN(c3nnc(C)c4c(C)n(-c5ccccc5)nc34)CC2)c1,-1.6%[46 µM],-0.2%
Cc1ccc(N2CCN(C(=O)c3cnc(N4CCCCC4)c4ccccc34)CC2)c(C)c1,?,0.0%
O=C(Nc1ccc(F)c(Cl)c1)c1cc(S(=O)(=O)N2CCCc3ccccc32)ccc1F,?,-4.3%
CC(=O)N1CCCc2cc(S(=O)(=O)N3CCN(c4ccccc4F)CC3)ccc21,?,5.2%
CCc1ccc(-n2nc(C)c3c(C)cc(=O)n(CC(=O)Nc4ccc(C(C)=O)cc4)c32)cc1,3.7%[46 µM],?
Cc1nn(C)c2c1c(-c1ccccc1)cc(=O)n2C(C)C(=O)NCCc1ccc(Cl)cc1 (stereo unspecified),2.2%[46 µM],0.0%
CCOc1cc(CNC(=O)CN2CCSc3ccccc32)cc(OCC)c1OCC,9.7%[46 µM],-1.7%
O=C(NCc1nc2cccnc2n1Cc1ccc(F)cc1)c1ccccc1C(F)(F)F,?,-1.1%
CCOCCCNC(=O)c1cnc2sc(N3CCCCCC3)nn2c1=O,-5.5%[46 µM],0.0%
Cc1ccc(/C=C/c2onc(C)c2S(=O)(=O)N2CCC(C(=O)NCc3ccc(N(C)C)cc3)CC2)cc1,6.9%[46 µM],2.5%

# Shown tab-delimited: part of the list above.
Structure	Lamin A splicing	Epigenetic derep
Cc1cccc(-n2ncc3c(NCCOCCO)ncnc32)c1	-5.9%[46 µM]	1.5%
CCN(CC)c1cc2c(cc1F)c(=O)c(S(=O)(=O)c1ccc(OC)cc1)cn2CC	-2.4%[46 µM]	3.3%
COc1cccc(NC(=O)C2CCN(c3nnc(C)c4c(C)n(-c5ccccc5)nc34)CC2)c1	-1.6%[46 µM]	-0.2%
Cc1ccc(N2CCN(C(=O)c3cnc(N4CCCCC4)c4ccccc34)CC2)c(C)c1	?	0.0%
O=C(Nc1ccc(F)c(Cl)c1)c1cc(S(=O)(=O)N2CCCc3ccccc32)ccc1F	?	-4.3%
CC(=O)N1CCCc2cc(S(=O)(=O)N3CCN(c4ccccc4F)CC3)ccc21	?	5.2%
CCc1ccc(-n2nc(C)c3c(C)cc(=O)n(CC(=O)Nc4ccc(C(C)=O)cc4)c32)cc1	3.7%[46 µM]	?
Cc1nn(C)c2c1c(-c1ccccc1)cc(=O)n2C(C)C(=O)NCCc1ccc(Cl)cc1 (stereo unspecified)	2.2%[46 µM]	0.0%
CCOc1cc(CNC(=O)CN2CCSc3ccccc32)cc(OCC)c1OCC	9.7%[46 µM]	-1.7%
O=C(NCc1nc2cccnc2n1Cc1ccc(F)cc1)c1ccccc1C(F)(F)F	?	-1.1%
CCOCCCNC(=O)c1cnc2sc(N3CCCCCC3)nn2c1=O	-5.5%[46 µM]	0.0%
Cc1ccc(/C=C/c2onc(C)c2S(=O)(=O)N2CCC(C(=O)NCc3ccc(N(C)C)cc3)CC2)cc1	6.9%[46 µM]	2.5%

# Next part.
SMILES,Lamin A splicing,Epigenetic derep
COc1cc(NC(=O)CSc2nc3nc(C)c(Cc4ccc(C)cc4)c(C)n3n2)cc(OC)c1OC,?,1.0%
Cc1ccc(N2CC(NC(=O)c3ccc(S(=O)(=O)N4CCOCC4)cc3)CC2=O)cc1C (stereo unspecified),11.1%[46 µM],-1.0%
COc1ccc(-n2cc(C(=O)NCCc3cc(OC)ccc3OC)c3ccccc3c2=O)cc1,-16.0%[46 µM],0.0%
Cn1cnc(S(=O)(=O)N2CCC(C(=O)Nc3ccc(OC(F)(F)F)cc3)CC2)c1,-2.4%[46 µM],6.3%
COc1ccc(S(=O)(=O)NCCS(=O)(=O)N2CCN(c3ccccc3)CC2)cc1OC,7.3%[46 µM],12.0%
CN(C(=O)CSc1nc(C2CCCC2)nc2c1c(=O)n(C)c(=O)n2C)c1ccccc1,-7.8%[46 µM],?
CC(=O)Nc1ccc(S(=O)(=O)NCCS(=O)(=O)N2CCN(c3ccccc3F)CC2)cc1,10.2%[46 µM],-1.1%
CCOC(=O)c1ccccc1NC(=O)COC(=O)CC(C)(C)CC1=NS(=O)(=O)c2ccccc2N1,-26.4%[46 µM],0.0%
Cc1cccc(-n2c(=O)c3c4c(sc3n3c(C)nnc23)CCCC4)c1,-1.2%[46 µM],-0.2%
CCCN(CCC)C(=O)c1c[nH]c2ccc(S(=O)(=O)N(C)c3ccc(Cl)cc3)cc2c1=O,-8.1%[46 µM],2.3%
Cc1ccc(-n2ncc(C(=O)NCc3cccs3)c2C2CCN(C(=O)OC(C)(C)C)CC2)cc1,?,0.0%
COc1cccc(CCNc2ncnc3c2nnn3C)c1,6.6%[46 µM],1.4%
O=C(O)c1ccc2nc(-c3cc4cccc(O)c4oc3=O)[nH]c2c1,4.2%[46 µM],-1.3%
CCOc1ccc(CNC(=O)c2ccc3c(c2)nc2n3CCOC2)cc1,?,0.1%
CCOc1ccc(CNC(=O)Cn2nc(C)c3nn(-c4ccc(Cl)cc4)c(C)c3c2=O)cc1,-7.5%[46 µM],3.3%
COc1cccc(-n2cc(C(=O)NCCc3ccc(C)cc3)c3ccccc3c2=O)c1,14.7%[46 µM],0.0%
COc1ccc(NC(=O)C(C)N2Cc3ccccc3C2=O)cc1OC (stereo unspecified),7.1%[46 µM],-0.4%
Cc1cc(C)c(NC(=O)C(=O)NCCc2csc(-c3ccc(F)cc3)n2)c(C)c1,-9.5%[46 µM],-1.7%
COc1ccccc1N1CCN(C(=O)c2cnn(-c3cccc(Cl)c3)c2C2CCN(C(=O)OC(C)(C)C)CC2)CC1,-26.3%[46 µM],-1.3%
CC(=O)Nc1ccc(NC(=O)CCC(=O)c2ccc(C)cc2)cc1,?,-1.1%
Cc1c(Cl)cccc1NC(=O)c1oc2ccc(S(=O)(=O)N3CCCCCC3)cc2c1C,?,3.9%
COc1ccc(OC)c(/C=C/c2nc3ccccc3c(=O)n2-c2ccc(F)c(Cl)c2)c1,-14.5%[46 µM],?
CCOc1ccccc1NC(=O)c1sc2nc3n(c(=O)c2c1C)CCCCC3,-9.8%[46 µM],0.8%
Cc1cc(OCC(=O)NCC2(N3CCOCC3)CCCCC2)ccc1Cl,4.6%[46 µM],1.6%
CCOc1ccc(C(=O)Nc2ccc(-c3nc4cc(C)ccc4o3)cc2)cc1,-1.9%[46 µM],2.2%

# Next structures follow.
SMILES,Lamin A splicing,Epigenetic derep
CC(C)NC(=O)CSc1nc2ccccc2c(=O)n1Cc1ccc(C(=O)NC(C)C)cc1,10.3%[46 µM],2.5%
Cc1ccc(Nc2nc(C(N)=O)c(NC(=O)c3ccccc3Br)s2)cc1,?,11.1%
COc1cc(C2C(=O)N(C3CCCCC3)CC(=O)N2C2CCCCC2)ccc1OC(C)C (stereo unspecified),-12.2%[46 µM],-0.4%
CCOC(=O)C1CCN(C(=O)CCS(=O)(=O)c2cc3c(cc2Cl)NC(=O)CO3)CC1,?,2.5%
COc1ccc(-c2nn(C)c3sc(C(=O)Nc4cccc(F)c4)cc23)cc1OC,?,-1.1%
CN(c1ccccc1)S(=O)(=O)c1nnc(NC(=O)C2CCCCC2)s1,7.7%[46 µM],0.0%
Cc1cccc(N(C)C(=O)Cn2cnc3nc4c(cc3c2=O)CCCC4)c1,-12.7%[46 µM],-1.7%
Cc1cccc(N2CCN(C(=O)c3noc4c3CCCCC4)CC2)c1C,?,1.3%
O=c1c(S(=O)(=O)c2ccccc2)cn(Cc2cccc(F)c2)c2cc(N3CCCC3)c(F)cc12,9.3%[46 µM],-1.2%
Cc1ccc2c(c1)N(C(=O)N1CCC(C(=O)NC3CCCCCC3)CC1)CC(C)O2 (stereo unspecified),-0.8%[46 µM],1.4%
CCCOc1ccc(C2C(=O)N(C3CCCCCC3)CC(=O)N2Cc2ccc(OC)cc2)cc1OC (stereo unspecified),-17.0%[46 µM],2.4%
COC(=O)c1ccc(NC(=O)c2nc(-c3ccc(Cl)cc3)n3c2CCCCC3)cc1,?,1.2%
O=S(=O)(Nc1ccc(-c2ccc(N3CCCCC3)nn2)cc1)c1ccc(OC(F)(F)F)cc1,?,-1.7%
Cc1ccc(C(=O)NCC(=O)OCc2cc(=O)n3ccsc3n2)cc1,5.9%[46 µM],0.8%
Cc1cc(O)c(C(c2cccc(F)c2)N2CCN(c3ccccc3)CC2)c(=O)n1Cc1ccco1 (stereo unspecified),-10.1%[46 µM],-1.8%
CNC(=O)c1ccc2nc(Cc3ccccc3)oc2c1,12.2%[46 µM],1.7%
Cc1ccc(C(=O)NCC(=O)OCc2cc(=O)n3c(C)csc3n2)cc1,17.1%[46 µM],2.3%
CCC1CCCCN1CCCNC(=O)c1c(C)oc2ncn(CC(C)C)c(=O)c12 (stereo unspecified),4.2%[46 µM],6.3%
O=C(NCc1ccccc1Cl)c1ccc2c(c1)ncn2-c1cccc(F)c1,4.2%[46 µM],-1.1%
COc1cccc(N2CCN(C(=O)c3cc4c(=O)n(Cc5ccco5)ccc4nc3C)CC2)c1,-2.8%[46 µM],1.5%
O=C(Cn1c(-c2cccs2)cc2ccccc21)NCCCN1CCN(c2cccc(Cl)c2)CC1,?,-1.2%
Cc1ccc(NC(=O)CCn2nc(C)c(S(=O)(=O)N3CCCCC3)c2C)cc1Cl,-3.2%[46 µM],6.3%
CC(C)Cn1cc(NC(=O)N2CCN(c3cccc(C(F)(F)F)c3)CC2)c2ccccc2c1=O,-14.8%[46 µM],-1.3%
Cc1cccc(-n2ccnc2SCC(=O)Nc2nc3ccccc3s2)c1,0.4%[46 µM],0.0%
COc1ccc(C)cc1NC(=O)C(=O)NCCc1csc2nc(-c3ccccc3F)nn12,16.2%[46 µM],3.4%

# Next section
SMILES,Lamin A splicing,Epigenetic derep
CCCCOc1ccc(S(=O)(=O)Nc2ccc(-c3ccc(N4CCC(C)CC4)nn3)cc2)cc1,-7.8%[46 µM],1.7%
COc1cc(OC)c(NC(=O)NCc2ccc3c(c2)CCN3C(=O)c2ccccc2)cc1Cl,12.3%[46 µM],3.4%
Cc1cccc(-c2nc(CCNC(=O)Cc3ccccc3)cs2)c1,-3.1%[46 µM],0.0%
Cc1ccc(CCNC(=O)CN2N=C(c3ccc(C)cc3)CCC2=O)cc1,-3.8%[46 µM],0.0%
COc1ccc(Br)cc1CNC(=O)CCCn1c(=O)c2cccn2c2ccccc21,?,3.7%
CCOc1ccc(Cn2c(CNS(=O)(=O)c3ccc(Cl)s3)nc3cccnc32)cc1,-11.6%[46 µM],1.4%
Cc1c(Cl)cccc1-n1ncc(C(=O)Nc2ccc3c(c2)OCCO3)c1C1CCN(C(=O)OC(C)(C)C)CC1,-11.1%[46 µM],10.1%
CCOc1ccccc1CNC(=O)C1CCN(C(=O)N2CCOc3ccc(Cl)cc32)CC1,?,0.0%
COc1cc(NC(=O)c2cc(S(=O)(=O)N3CCC(C)CC3)cn2C)cc(OC)c1OC,2.0%[46 µM],2.8%
COc1ccccc1CCNC(=O)C(=O)NCC(c1cccs1)S(=O)(=O)c1ccc(C)cc1 (stereo unspecified),11.1%[46 µM],-0.1%
